Screening data from PubChem.
esBAF inh: SWI/SNF esBAF complex inhibition; mouse ES cells, Bmi1-luciferase knock-in reporter, 24 h; 100% = twice the neutral-well signal; reporter increase, % at 12.5 µM; hit rate 2% among 350,000; AID 602393; in the data active = activation above about 40%;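 also: 0% = median of the plate's neutral control wells and 100% = double that signal; a rise in the Bmi1 reporter signal indicates esBAF inhibition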
RAD54 branch: inhibitors of human RAD54 branch migration. Q92698. RAD54 Holliday junction branch migration, FAM/BHQ fluorescence. inhibition, % at 10.4 µM. hit rate 0.14% among 360,000;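 active = mean normalized replicate activity at least 40 and at least half of replicates scoring 40 or more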;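 also: 0% = median of neutral control wells and 100% = median of positive control wells; inhibitors cause a drop in the FAM fluorescence signal; in these data hits start at about 50%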
PglD inh: PglD (C. jejuni) enzyme inhibition. purified PglD enzyme, DTNB colorimetric CoA detection. inhibition, % at 12.5 µM. hit rate 0.098% among 360,000. AID 602405; in the data active = inhibition above about 16%, passing the limit was not always enough; also: strong numbers were not always called active
RAD52 inh: RAD52 (human) annealing inhibition. recombinant RAD52 DNA annealing, FRET fluorescence. inhibition, % at 18.7 µM. hit rate 0.46% among 360,000;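 active = every replicate showing at least 50% inhibition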
ARNT-TACC3 inh: ARNT/TACC3 interaction disruption | inhibition, % at 9.99 µM | AlphaScreen His-ARNT PAS-B/GST-TACC3 binding, luminescence; TACC3 fragment carries E629A point mutation | AID 623870 | hit rate 0.66% among 390,000;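 active = mean inhibition of replicates at least 50% and at least half of replicates each reaching 50%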;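 also: 0% = complete ARNT plus TACC3 wells and 100% = ARNT alone without TACC3; many hits fall short of the cut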
Casp6 inh: blocks human caspase-6 cleavage activity; purified caspase-6, Z-VEID-R110 cleavage fluorescence; inhibition, % at 12.5 µM; hit rate 0.53% among 350,000; AID 686996;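 active = mean inhibition across replicates at least about 35%, with every replicate also reaching that limit, limit read from the data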;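 also: 0% = median of neutral control wells and 100% = no fluorescence left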
E-sel inducer: E-selectin induction on HUVECs | P16581 | HUVEC E-selectin immunofluorescence imaging; normalized: neutral wells 0, TNF-alpha wells 100 | activation, % at 7.58 µM | hit rate 0.37% among 260,000;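 active = mean E-selectin-positive cell signal at least 10% of the positive control, reached in at least 60% of replicates, without over 20% cell loss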;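 also: in these data hits start at about 27%; measured in HUVEC primary endothelial cells; signal is the percent of cells scored E-selectin positive by PE staining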
Target sequence (P16581 whole entry, looked up): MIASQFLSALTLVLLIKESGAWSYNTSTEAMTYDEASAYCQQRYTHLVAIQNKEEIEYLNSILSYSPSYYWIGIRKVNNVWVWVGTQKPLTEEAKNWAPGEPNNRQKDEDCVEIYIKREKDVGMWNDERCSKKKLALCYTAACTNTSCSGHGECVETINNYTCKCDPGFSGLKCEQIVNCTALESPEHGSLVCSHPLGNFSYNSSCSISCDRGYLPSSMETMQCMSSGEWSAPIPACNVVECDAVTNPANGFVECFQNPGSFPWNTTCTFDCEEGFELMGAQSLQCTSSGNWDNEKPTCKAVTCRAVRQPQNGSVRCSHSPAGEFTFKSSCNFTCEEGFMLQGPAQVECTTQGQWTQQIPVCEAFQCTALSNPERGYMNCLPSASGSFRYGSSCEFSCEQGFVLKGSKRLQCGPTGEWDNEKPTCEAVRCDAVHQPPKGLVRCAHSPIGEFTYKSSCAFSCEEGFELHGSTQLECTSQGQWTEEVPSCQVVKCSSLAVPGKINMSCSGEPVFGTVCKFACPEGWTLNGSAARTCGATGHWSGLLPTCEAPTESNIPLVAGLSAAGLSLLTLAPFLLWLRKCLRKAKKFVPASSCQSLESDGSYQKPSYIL
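Material: HUVEC primary endothelial cells; Amount: 3,000 cells per well; Dosing: single concentration; Medium: EGM-2 growth medium on 0.1% gelatin-coated wells; Read-out basis: percent E-selectin-positive cells; Signal: immunofluorescence imaging; Control set: TNF-alpha, DMSO.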
ERp5 block: inhibitors of human ERp5 | AID 651711 | inhibition, % at 9.99 µM | ERp5 insulin aggregation, absorbance 650 nm, 90 min | hit rate 0.05% among 350,000 | Q15084;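 active = mean replicate inhibition above about 25%, with every replicate also reaching it, limit read from the data, passing the limit was not always enough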
Target sequence (Q15084 whole entry, looked up): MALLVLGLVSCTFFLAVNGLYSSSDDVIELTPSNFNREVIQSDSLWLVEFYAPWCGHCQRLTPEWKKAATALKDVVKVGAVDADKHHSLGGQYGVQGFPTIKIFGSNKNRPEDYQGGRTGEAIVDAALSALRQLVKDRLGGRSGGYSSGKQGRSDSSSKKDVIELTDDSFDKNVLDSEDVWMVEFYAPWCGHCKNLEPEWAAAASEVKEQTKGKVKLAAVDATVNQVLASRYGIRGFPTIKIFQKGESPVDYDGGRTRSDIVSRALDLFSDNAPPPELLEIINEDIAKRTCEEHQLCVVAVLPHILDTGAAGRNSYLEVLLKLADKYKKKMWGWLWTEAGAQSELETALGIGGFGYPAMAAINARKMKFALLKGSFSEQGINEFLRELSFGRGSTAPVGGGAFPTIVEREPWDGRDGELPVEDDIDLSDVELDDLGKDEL
Active calls of the source: *; nt = not tested or not shown.

cpd	SMILES	esBAF inh	RAD54 branch	PglD inh	RAD52 inh	ARNT-TACC3 inh	Casp6 inh	E-sel inducer	ERp5 block
1	Cc1ccc(S(=O)(=O)Nc2ccc3c(c2)C(=O)N([C@H](C)CO)C[C@@H](C)[C@H](CN(C)C(=O)Nc2c(C)noc2C)O3)cc1	-5	5	1	-5	-4	nt	0.1	0
2	CCOc1ccc(NC(=O)CN(C)C(=O)c2ccc(N3CCOCC3)c([N+](=O)[O-])c2)cc1OCC	-5	-25	-5	-9	-4	1	0.1	0
3	CCOc1ccc(/C=N/NC(=O)CNC(=O)c2ccc(S(=O)(=O)N3CCOCC3)cc2)cc1	1	-2	2	-5	nt	1	-3.1	3
4	CC(C)(C)NC(=O)c1cc(F)c(F)cc1Cl	4	-5	-7	nt	-6	nt	nt	nt
5	COCCNCc1nc2sc(C)c(-c3ccccc3)c2c(=O)[nH]1	9	-2	-3	-20	8	1	1.4	-6
6	COc1ccc(/C(C)=N/NS(=O)(=O)c2cc(C)ccc2C)c(OC)c1	-8	-4	-7	-20	-9	0	nt	-1
7	C=CCNC(=S)/N=c1\sccn1C	3	6	-3	nt	-2	nt	1.6	nt
8	Oc1csc(Cc2nc(-c3ccc4ccccc4c3)cs2)n1	69*	-4	4	nt	2	nt	nt	nt

(continued)
cpd	SMILES	esBAF inh	RAD54 branch	PglD inh	RAD52 inh	ARNT-TACC3 inh	Casp6 inh	E-sel inducer	ERp5 block
9	O=C(C[C@@H]1C[C@H]2c3cc(NC(=O)C4CCC4)ccc3O[C@H]2[C@@H](CO)O1)NCc1ccccc1F	-1	0	1	7	-10	1	0.3	4
10	O=C(COC(=O)CNC(=O)c1ccccc1)Nc1ccc2c(c1)OCO2	nt	nt	nt	-12	nt	2	1.5	-6
11	Cc1ccc(/C=c2/sc3n(c2=O)CCCN=3)o1	53*	-12	-3	nt	5	nt	nt	nt
12	O=C(NNC(=O)c1ccc(Cn2cccn2)o1)NC12CC3CC(CC(C3)C1)C2	-9	-8	-2	-7	-3	-4	nt	3
13	Cn1c2c(c(=O)n(C)c1=O)C(NC(=O)C(C)(C)C)(C(F)(F)F)C(=O)N2 (centres undefined)	-4	1	1	nt	-8	nt	nt	nt
14	COc1ccc(C2CC(=O)C(c3cccc(F)c3)=CN2Cc2ccccc2)cc1 (centres undefined)	nt	nt	nt	6	nt	-3	-0.2	3
15	CCOc1ccc(OCc2cccc(C(=O)N3CCCCCC3)c2)cc1	nt	nt	nt	-3	-7	-1	nt	3
16	CCOC(=O)C1CCCN(C(=S)NC2CCCCC2)C1 (centres undefined)	-1	12	-1	-12	-7	6	0.4	-6

Continued:
cpd	SMILES	esBAF inh	RAD54 branch	PglD inh	RAD52 inh	ARNT-TACC3 inh	Casp6 inh	E-sel inducer	ERp5 block
17	CC(=O)c1ccc(N2CCN(C(=O)C(=O)c3cn(CC(=O)N4CCCCCC4)c4ccccc34)CC2)cc1	12	6	2	-65	7	2	-0.3	-1
18	Cc1noc(C)c1S(=O)(=O)N(C)C[C@@H]1OCCCC[C@@H](C)Oc2ccc(NS(=O)(=O)c3ccc(F)cc3)cc2C(=O)N([C@H](C)CO)C[C@H]1C	7	-16	-3	nt	6	nt	nt	nt
19	COc1ccc2c3c(n(C)c2c1)[C@@H](CO)N(C(=O)Nc1c(C)noc1C)CC31CN(CC2CC2)C1	nt	nt	nt	-5	nt	0	0.1	1
20	Cc1ccc(CNCC(=O)Nc2cccc(S(=O)(=O)NC3=NCCCCC3)c2)cc1	nt	nt	nt	-9	1	-4	-0.1	3
21	CCOC(=O)C1=C(C)NC(=O)NC1c1ccc2c(c1)OCO2 (centres undefined)	-3	-13	2	nt	-1	nt	nt	nt
22	O=C(COc1ccccc1[N+](=O)[O-])N/N=C/c1ccccn1	nt	nt	nt	-31	nt	3	-0.1	2
23	CC(Oc1ccc(F)cc1)C(=O)Nc1nc(-c2ccccn2)cs1 (centres undefined)	-11	-3	-6	-9	63*	1	0.0	0
24	Cc1noc(C)c1S(=O)(=O)Nc1ccc2c(c1)CC(=O)N([C@H](C)CO)C[C@H](C)[C@H](CN(C)S(=O)(=O)c1c(C)noc1C)O2	-8	3	0	3	0	-2	0.2	6

(more compounds)
cpd	SMILES	esBAF inh	RAD54 branch	PglD inh	RAD52 inh	ARNT-TACC3 inh	Casp6 inh	E-sel inducer	ERp5 block
25	COc1ccc(CN(C)C[C@H]2Oc3ccc(NC(=O)NC4CCCCC4)cc3C(=O)N([C@@H](C)CO)C[C@@H]2C)cc1	-2	-9	0	-3	-4	-2	nt	1
26	Nn1c(Cc2cccc3ccccc23)nnc1SCc1ccc(Cl)c(Cl)c1	nt	-1	-4	-14	-3	-2	1.6	3
27	Cc1cc(C)cc(NC(=O)C2CC(=O)n3ncnc3N2)c1 (centres undefined)	-11	nt	nt	0	15	1	-0.5	-3
28	S=C(Nc1ccc(Oc2ccccc2)cc1)NC1CCCCCC1	nt	-5	-2	nt	-3	nt	-0.1	nt
29	CC1CC(OC(=O)C2CCN(S(=O)(=O)c3ccc(F)cc3)CC2)C(=O)O1 (centres undefined)	-6	1	-6	2	5	-2	-0.1	2
30	COc1ccc(-c2ccc([C@@H]3[C@@H](CO)N4C(=O)CN(C(=O)C5CCCC5)C[C@H]34)cc2)cc1	nt	nt	nt	2	nt	2	-0.1	2
31	C(=N\c1nc2ccccc2n1CCN1CCOCC1)/c1cccs1	0	-7	5	nt	-1	nt	nt	nt
32	CSc1nsc(SC)c1-c1ccc(Cl)cc1	-3	-11	5	-12	nt	-2	-0.8	-2

New compounds follow:
cpd	SMILES	esBAF inh	RAD54 branch	PglD inh	RAD52 inh	ARNT-TACC3 inh	Casp6 inh	E-sel inducer	ERp5 block
33	CCN(CC)c1ccc(C=C2C(=O)OC3(CCCC3)OC2=O)cc1	nt	-14	-8	nt	0	nt	0.7	nt
34	CCOC(=O)/C(=C/c1ccco1)NC(=O)c1ccc(Br)o1	nt	nt	nt	-39	6	5	nt	-5
35	O=C(N/N=C1/CCCc2ccccc21)c1cc([N+](=O)[O-])cc([N+](=O)[O-])c1	nt	nt	nt	-7	nt	-4	8.0	-2
36	CNC(=O)C[C@H]1CC[C@H]2[C@@H](COC[C@H](O)CN2C(=O)Nc2ccc(Cl)c(Cl)c2)O1	-5	0	1	0	2	-2	0.3	-3
37	COc1ccc(Cl)cc1NC(=O)c1noc2c1CCCC2	3	7	-7	-12	-42	-1	nt	8
38	CCCCn1c(N)c(N(CC(C)C)C(=O)CSCc2ccc(Cl)c(Cl)c2)c(=O)[nH]c1=O	0	8	0	-13	nt	-3	1.9	3
39	COc1ccccc1CNc1nc(NCCNC(C)=O)c2sccc2n1	-5	-11	0	-6	nt	-1	0.6	-2
40	CN1C(=O)c2cc(NC(=O)c3cscn3)ccc2OC[C@@H]2O[C@H](CC(=O)NCC3CC3)CC[C@@H]21	2	7	-1	nt	-1	nt	0.1	nt

Next structures
cpd	SMILES	esBAF inh	RAD54 branch	PglD inh	RAD52 inh	ARNT-TACC3 inh	Casp6 inh	E-sel inducer	ERp5 block
41	CCc1ccc(Nc2ccc(C(=O)O)cc2[N+](=O)[O-])cc1	10	nt	nt	-13	-11	2	-0.1	0
42	CCOc1ccc(-c2cc(C(=O)Nc3cc(OC)c(OC)c(OC)c3)[nH]n2)c(C)c1	3	-5	7	-4	nt	-4	-0.8	1
43	O=C(c1cc2c(s1)CCCC2)N1CCN(C(=O)C2CCCO2)CC1 (centres undefined)	6	-5	2	nt	-6	nt	nt	nt
44	C#Cc1ccc([C@@H]2C=C(C(=O)N3CCN(Cc4ccccc4)CC3)O[C@H](OCCCCO)C2)cc1	-32	6	-6	nt	-1	nt	nt	nt
45	CC[C@@H]1C=C(C(=O)O)[C@H](c2ccc(Br)cc2)N1S(=O)(=O)c1ccc(C)cc1	3	-5	1	4	-7	6	nt	-4
46	C[C@H]1CN([C@@H](C)CO)C(=O)c2cc(/C=C/c3ccccc3)cnc2O[C@H]1CN(C)C(=O)NC1CCCCC1	2	0	1	17	6	-3	0.0	-5
47	O=c1c(-c2n[nH]c(=S)n2-c2ccccc2)cccn1Cc1cccc(Cl)c1	nt	nt	nt	-3	-7	-2	0.3	0
48	COc1cccc(NS(=O)(=O)c2csc(C(N)=O)c2)c1	-1	0	2	-2	-8	3	11	1

Following part.
cpd	SMILES	esBAF inh	RAD54 branch	PglD inh	RAD52 inh	ARNT-TACC3 inh	Casp6 inh	E-sel inducer	ERp5 block
49	COc1cc2c(cc1OC)/C(=C/C(=O)c1ccc(NC(C)=O)cc1)NCC2	5	-15	-1	-23	4	16	nt	8
50	COc1ccccc1N(C)S(=O)(=O)c1ccc(C(=O)OCC(=O)NCc2ccco2)cc1	-2	-1	-1	nt	1	nt	nt	nt
51	O=S1(=O)CC(N2CCCC2)CN1Cc1ccc(F)cc1 (centres undefined)	0	-7	2	-17	nt	-1	2.0	4
52	O=C(Nc1cccc(C(F)(F)F)c1)C1Cc2c(-c3cccc(F)c3)ccnc2O1 (centres undefined)	6	8	0	-5	nt	nt	-0.4	8
53	CNC(=O)Cn1ncc2c(C)n(Cc3ccc(C)cc3)c(C)c2c1=O	9	-10	-3	nt	-6	nt	nt	nt
54	C[C@H]1CN([C@@H](C)CO)C(=O)Cc2cc(NC(=O)CCCN(C)C)ccc2O[C@H]1CN(C)Cc1ccc(Oc2ccccc2)cc1	0	14	-2	42	10	0	0.5	0
55	CN(C)CC(=O)N1[C@@H](C#N)[C@@H](c2ccccc2-c2ccccc2F)[C@@H]1CO	nt	nt	nt	-4	nt	-3	0.2	0
56	O=c1c2ccccc2sc2nc(C3CCCCC3)n(Cc3ccco3)c(=O)c12	5	0	3	nt	-11	nt	nt	nt

Later entries:
cpd	SMILES	esBAF inh	RAD54 branch	PglD inh	RAD52 inh	ARNT-TACC3 inh	Casp6 inh	E-sel inducer	ERp5 block
57	CC(C)(C)c1cc(CN(CCO)CCO)cc(C(C)(C)C)c1O	-1	-2	-7	nt	-7	nt	nt	nt
58	CCn1cc(CN2CCC(n3nccc3NC(=O)c3ccccc3C)CC2)cn1	-5	2	-3	0	-2	-3	-0.5	2
59	O=C(CCNS(=O)(=O)c1ccccc1)N1CCC(Cc2ccccc2)CC1	5	4	3	-2	-2	1	0.1	1
60	CCOC(=O)N1CCN(Cc2nc3c(c(=O)[nH]c(=O)n3C)n2Cc2ccccc2C)CC1	-2	10	-6	-24	-3	5	nt	1
61	CN1c2ccc(-c3ccccc3F)cc2[C@H]2[C@H](CCN2S(=O)(=O)c2ccccc2F)[C@@H]1CO	-4	0	-2	-1	19	-2	1.3	-2
62	C[N+]1(CC(=O)Nc2ccccc2Cl)CCN(C(=O)c2cccs2)CC1	2	-15	9	nt	-4	nt	nt	nt
63	CC1CN(C(C)C(=O)NC(c2ccccc2)c2ccccc2)CC(C)O1 (centres undefined)	-6	-9	1	-10	13	-2	nt	1
64	CC(C)NC(=O)N(C)C[C@@H]1Oc2cc(Br)ccc2S(=O)(=O)N([C@@H](C)CO)C[C@@H]1C	-4	-6	2	-4	-8	0	-0.9	0

Additional compounds
cpd	SMILES	esBAF inh	RAD54 branch	PglD inh	RAD52 inh	ARNT-TACC3 inh	Casp6 inh	E-sel inducer	ERp5 block
65	Cc1ccc(-n2ncc3c(N4CCC5(CC4)OCCO5)ncnc32)c(C)c1	12	10	nt	-4	3	-1	3.2	-2
66	CNC(=O)c1nnsc1S(=O)(=O)c1ccc(Cl)cc1	10	4	3	-2	-4	nt	1.6	3
67	COc1ccccc1CNC(=O)COC(=O)c1ccccn1	4	-3	-1	-2	22	-3	-0.1	-21
68	Cc1cccc(NC(=O)c2ccc(COc3ccccc3[N+](=O)[O-])o2)n1	-2	nt	nt	-14	1	1	0.2	-2
